High-throughput results from PubChem BioAssay.
T cell modulator: T cell immune modulation candidate | 2C CD8+ T cell-vesicle binding, flow cytometry; hits give low values | calls only at 7 µM | 330,000 tested, 0.068% active;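 active means response, share of CD8 T cells binding vesicles, and their 90th percentile fluorescence all below set limits, cut at about 80% in these data, passing the limit was not always enough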
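Assay system – 2C mouse CD8+ T cells · Also added – QL9-loaded Drosophila micro-vesicles · Timing – Cell–vesicle co-incubation 1.5 h at 37 °C, staining 20 min on ice · Signal – flow cytometry of vesicle-bound cells · Measure – percent CD8+ FL2 mean versus row control · Controls – Peptide-free naked vesicles (low) and QL9 vesicles with 0.7% DMSO vehicle (high)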
PhoP inhibition: PhoP-dependent GFP reporter repression – Salmonella Typhimurium, primary screen (AID 1863) | inhibition, % at 50 µM, or IC50 in µM where a hit was titrated | S. Typhimurium PhoP-regulated promoter GFP reporter, 4 h; higher % means a stronger effect | 300,000 tested, 0.16% active;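 active means inhibition over 29.93%, a cutoff 3 SD above the screen mean, later confirmed by dose response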;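 further: 0% = low Mg2+ inducing control and 100% = high Mg2+ repressing control; strong numbers were not always called active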
T cell modulator vesicle-bound %: recorded beside T cell modulator, whose call it bears; double positive events, %; measured here: CD8+ vesicle-bound cell fraction;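 binding gate set so that unloaded-vesicle control wells show 10% double positive cells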
The depositor's hits bear a star; i = inactive. The list is partial, so the mix of outcomes need not match the whole.

1. O=C(NCCS(=O)(=O)NC1CCCCC1)c1ccccc1
2. CCOC(=O)Cc1csc(SCC(=O)N(CC(C)C)c2c(N)n(Cc3ccccc3)c(=O)[nH]c2=O)n1
3. O=C(NCCC1CCCCN1S(=O)(=O)c1ccccc1)C(=O)Nc1ccc(F)cc1 (stereo not drawn)
4. CN(c1ccccc1)S(=O)(=O)c1cccc(C(=O)NNC(=O)c2ccncc2)c1
5. Cc1ccc2nc(SCC(=O)Nc3ccc(C)c(Cl)c3)nc(=O)n2c1
6. COCCOc1ccc(C(F)(F)F)cc1NC(=O)CN1C(=O)NC(C)(c2ccc3c(c2)OCO3)C1=O (stereo not drawn)
7. CC(C)NC[C@H](O)c1ccc(O)c(O)c1
8. CCNC(=O)C(=O)NCCC1CCCCN1S(=O)(=O)c1cccs1 (stereo not drawn)
Screen / compound no.,1,2,3,4,5,6,7,8
T cell modulator vesicle-bound %,33,52,55,31,31,47,57,43
T cell modulator,i,i,i,i,i,i,i,i
PhoP inhibition,1%,-1%,-9%,-4%,1%,3%,-1%,0%

9. Cc1cccc(NS(=O)(=O)c2cccc(C(=O)NCC(c3ccco3)N3CCCCC3)c2)c1 (stereo not drawn)
10. Cc1ccc(S(=O)(=O)N(CC(=O)Nc2ccccc2)C(=O)N2CCN(C)CC2)cc1
11. CCCCn1c(N)c(N(CC(C)C)C(=O)c2cc(S(=O)(=O)N3CCOCC3)ccc2Cl)c(=O)[nH]c1=O
12. CCOC(=O)C1CCN(S(=O)(=O)CCNC(=O)c2ccc3c(c2)OCO3)CC1
13. c1ccc2c(c1)CC(CN1CCNCC1)O2 (stereo not drawn)
14. CCCCCn1c(=O)c2ccccc2n2c(=S)[nH]nc12
15. CC(C)CN(C(=O)COC(=O)c1ccc(Br)o1)c1c(N)n(Cc2ccccc2)c(=O)[nH]c1=O
16. Clc1ccc(C(Cn2ccnc2)OCc2c(Cl)cccc2Cl)c(Cl)c1 (stereo not drawn)
Screen / compound no.,9,10,11,12,13,14,15,16
T cell modulator vesicle-bound %,32,29,55,35,60,50,42,27
T cell modulator,i,i,i,i,i,i,i,i
PhoP inhibition,7%,-4%,6%,5%,2%,2%,-5%,8%

17. COc1ccc(N2CC(NS(=O)(=O)c3cccnc3)CC2=O)cc1OC (stereo not drawn)
18. CC(Oc1ccc(C(=O)c2ccc(F)cc2)cc1)C(=O)N1CCOCC1 (stereo not drawn)
19. CN(CC(=O)Nc1ccc(Cl)c(C(F)(F)F)c1)C(=O)C1CCC1
20. COCCN(C(=O)COC(=O)Cc1cccc(OC)c1)c1c(N)n(CC(C)C)c(=O)[nH]c1=O
21. COc1cc(C)ccc1S(=O)(=O)NC1CC(C)(C)NC(C)(C)C1
22. O=[N+]([O-])c1ccc(-c2cnc3ccccc3n2)cc1
23. Cc1ccccc1CN1C(=O)[C@@H]2Cc3c([nH]c4ccccc34)C(C)(C)N2C1=O
24. Cc1ccc(OC(=O)CCNC(=O)c2ccccc2Cl)c(Br)c1
Screen / compound no.,17,18,19,20,21,22,23,24
T cell modulator vesicle-bound %,39,31,55,15,43,68,20,27
T cell modulator,i,i,i,i,i,i,i,i
PhoP inhibition,-4%,5%,0%,-6%,1%,-1%,1%,-5%

25. O=C(CSc1nnnn1C1CC2C=CC1C2)Nc1ccc(C(=O)O)cc1 (stereo not drawn)
26. CC(C)C[C@H]1C(=O)N2CCC[C@H]2[C@]2(O)O[C@](NC(=O)C3C=C4c5cccc6[nH]c(Br)c(c56)C[C@H]4N(C)C3)(C(C)C)C(=O)N12 (stereo partly drawn)
27. CC(=O)c1sc(NC(=O)CS(=O)(=O)c2ccccc2)nc1-c1ccccc1
28. CCS(=O)(=O)N1Cc2ccccc2CC1C(=O)N(C)CC(=O)Nc1cccc(F)c1 (stereo not drawn)
29. CCCCn1c(N)c(N(CC(C)C)C(=O)c2c(CC)noc2C)c(=O)[nH]c1=O
30. O=C(OCCN1CCCCC1)c1c[nH]c2ccccc12
31. CN(CC(=O)Nc1cccc(F)c1)C(=O)C1CCN(S(=O)(=O)c2ccc3c(c2)OCCO3)CC1
32. Cc1ccc(NC(=O)c2ccc3c(c2)NC(=O)CS3)nc1
Screen / compound no.,25,26,27,28,29,30,31,32
T cell modulator vesicle-bound %,18,21,34,60,57,25,14,32
T cell modulator,i,i,i,i,i,i,i,i
PhoP inhibition,-6%,13%,-8%,-1%,-6%,-8%,12%,-1%

33. COc1ccccc1NC(=O)C(=O)NCC(c1ccco1)N1CCc2ccccc21 (stereo not drawn)
34. CC1CC(C)CN(S(=O)(=O)c2ccc(NC(=O)C3CSC4(C)CCC(=O)N34)cc2)C1 (stereo not drawn)
35. CCC(Oc1ccccc1)C(=O)OCC(=O)N(CC)c1c(N)n(Cc2ccccc2)c(=O)[nH]c1=O (stereo not drawn)
36. CNS(=O)(=O)c1cccc(C(=O)OCC(=O)c2ccc(S(=O)(=O)N3CCCCC3)cc2)c1
37. Cc1ccc(OCC(=O)NNC(=O)Cc2ccc(S(=O)(=O)N3CCOCC3)s2)cc1
38. COc1ccc(NC(=O)COc2coc(CN3CCc4ccccc4C3)cc2=O)cc1
39. COc1ccc(NS(=O)(=O)c2ccc(C)c(C(=O)NCC(c3ccco3)N(C)C)c2)cc1 (stereo not drawn)
40. Cc1ccc(OCCCC(=O)N2CCN(S(=O)(=O)c3cccc(F)c3)CC2)cc1
Screen / compound no.,33,34,35,36,37,38,39,40
T cell modulator vesicle-bound %,34,27,33,52,38,39,43,0
T cell modulator,i,i,i,i,i,i,i,i
PhoP inhibition,3%,17%,1%,-3%,0%,-4%,-6%,7%

41. CC(C)CN(C1CCS(=O)(=O)C1)S(=O)(=O)c1ccc2ccccc2c1 (stereo not drawn)
42. CN(CC(=O)NCc1ccccc1)Cc1cccc(F)c1
43. CN(C(=O)COC(=O)CNC(=O)c1ccc(C(C)(C)C)cc1)c1c(N)n(Cc2ccccc2)c(=O)[nH]c1=O
44. C=CCn1c(SCC(=O)NCCc2ccccc2)nnc1C1CC1
45. O=C1Cc2cc(NS(=O)(=O)c3cc(F)ccc3F)cc3c2N1CCC3
46. Clc1cccc(CN2CCSCC2)c1Cl
47. Cc1ccc(CNC(=O)C(=O)NCCC2CCCCN2S(=O)(=O)c2ccc(C)cc2)cc1 (stereo not drawn)
48. Cc1cccc(C)c1NC(=O)CN(C)C(=O)c1ccc(N2C(=O)CCC2=O)cc1
Screen / compound no.,41,42,43,44,45,46,47,48
T cell modulator vesicle-bound %,62,37,44,25,39,30,41,48
T cell modulator,i,i,i,i,i,i,i,i
PhoP inhibition,-3%,10%,-9%,6%,-1%,9%,-8%,9%

49. CS(=O)(=O)c1ccc(C(=O)OCC(=O)N(CCc2ccccc2)Cc2ccccc2)cc1
50. CC(C)c1cc(C(C)C)c(S(=O)(=O)N2c3ccccc3[C@@]3(Br)C[C@H]4C(=O)N[C@@H](Cc5ccccc5)C(=O)N4[C@@H]23)c(C(C)C)c1
51. CC(C)(Oc1ccc(Cl)cc1)C(=O)NC1CCN(Cc2ccccc2)CC1
52. COc1ccccc1NS(=O)(=O)c1cc(C(=O)NCC(c2ccc(F)cc2)N2CCOCC2)ccc1C (stereo not drawn)
53. CC(C)c1ccccc1NC(=O)COC(=O)c1cc([N+](=O)[O-])ccc1N1CCOCC1
54. O=C(CSc1nc2c(oc3ccccc32)c(=O)n1CC1CCCO1)NCc1ccccc1 (stereo not drawn)
55. CC(Oc1ccccc1Cl)C(=O)Nc1ccc(S(=O)(=O)Nc2nccs2)cc1 (stereo not drawn)
56. O=C(COC(=O)Cc1c(Cl)cccc1Cl)Nc1ccc2[nH]c(=O)[nH]c2c1
Screen / compound no.,49,50,51,52,53,54,55,56
T cell modulator vesicle-bound %,48,24,24,43,27,25,8,37
T cell modulator,i,i,i,i,i,i,i,i
PhoP inhibition,-3%,-10%,-10%,-3%,1%,9%,-4%,-7%

57. COc1ccc(C(CNC(=O)c2oc3c(Cl)cccc3c2C)N2CCCC2)cc1 (stereo not drawn)
58. CC(Oc1ccccc1)C(=O)Nc1cc(Cl)ccc1-n1cncn1 (stereo not drawn)
59. COCCN(C(=O)COc1ccccc1C#N)c1c(N)n(Cc2ccccc2)c(=O)[nH]c1=O
60. CCN1CCN(c2ccc(S(=O)(=O)N3CCCCC3)cc2NC(=O)/C=C/c2ccc(OC)c(OC)c2)CC1
61. COC(=O)C1=C[C@@H](C(=O)OC)[C@@H]2C3=C(C(=O)C2(C)C)[C@H](C)n2c(=O)n(-c4ccccc4)c(=O)n2[C@@H]3C1
62. O=Cc1ccc(C(=O)OCC(=O)NCCC2=CCCCC2)cc1
63. NC(=Nc1ccccc1)NC(=O)c1nc(Cl)c(N)nc1N
64. Cc1ncc(CO)c(CO)c1O
Screen / compound no.,57,58,59,60,61,62,63,64
T cell modulator vesicle-bound %,26,6,47,12,41,53,37,20
T cell modulator,i,i,i,i,i,i,i,i
PhoP inhibition,-3%,1%,-2%,8%,-8%,-6%,-5%,1%

65. O=C(/C=C/c1ccc(Cl)cc1)NC(=S)Nc1ccc(C(=O)O)cc1
66. CN(CC(=O)NNC(=O)CNC(=O)c1cccs1)S(=O)(=O)c1ccc(Cl)cc1
67. O=C(CSc1ccccn1)N1CCN(S(=O)(=O)c2ccc(Cl)cc2)CC1
68. CCC1C(=O)C(CC)C(c2ccccc2)NC1c1ccccc1 (stereo not drawn)
69. Cc1cc(NC(=O)CSCC(=O)Nc2ccc(Cl)c(C(F)(F)F)c2)no1
70. CC(OC(=O)CCSc1ccccc1)C(=O)Nc1ccc(S(N)(=O)=O)cc1 (stereo not drawn)
71. Cc1cc(C)c(S(=O)(=O)N2CCCC2=O)cc1N(C)S(C)(=O)=O
72. O=C(O)c1ccccc1Nc1ccc([N+](=O)[O-])c2nonc12
Screen / compound no.,65,66,67,68,69,70,71,72
T cell modulator vesicle-bound %,50,4,39,45,41,54,60,21
T cell modulator,i,i,i,i,i,i,i,i
PhoP inhibition,3%,6%,2%,6%,-2%,-7%,8%,7%

Copied from above: entries 58 to 69
58. CC(Oc1ccccc1)C(=O)Nc1cc(Cl)ccc1-n1cncn1 (stereo not drawn)
59. COCCN(C(=O)COc1ccccc1C#N)c1c(N)n(Cc2ccccc2)c(=O)[nH]c1=O
60. CCN1CCN(c2ccc(S(=O)(=O)N3CCCCC3)cc2NC(=O)/C=C/c2ccc(OC)c(OC)c2)CC1
61. COC(=O)C1=C[C@@H](C(=O)OC)[C@@H]2C3=C(C(=O)C2(C)C)[C@H](C)n2c(=O)n(-c4ccccc4)c(=O)n2[C@@H]3C1
62. O=Cc1ccc(C(=O)OCC(=O)NCCC2=CCCCC2)cc1
63. NC(=Nc1ccccc1)NC(=O)c1nc(Cl)c(N)nc1N
64. Cc1ncc(CO)c(CO)c1O
65. O=C(/C=C/c1ccc(Cl)cc1)NC(=S)Nc1ccc(C(=O)O)cc1
66. CN(CC(=O)NNC(=O)CNC(=O)c1cccs1)S(=O)(=O)c1ccc(Cl)cc1
67. O=C(CSc1ccccn1)N1CCN(S(=O)(=O)c2ccc(Cl)cc2)CC1
Screen / compound no.,58,59,60,61,62,63,64,65,66,67
T cell modulator vesicle-bound %,6,47,12,41,53,37,20,50,4,39
T cell modulator,i,i,i,i,i,i,i,i,i,i
PhoP inhibition,1%,-2%,8%,-8%,-6%,-5%,1%,3%,6%,2%

68. CCC1C(=O)C(CC)C(c2ccccc2)NC1c1ccccc1 (stereo not drawn)
69. Cc1cc(NC(=O)CSCC(=O)Nc2ccc(Cl)c(C(F)(F)F)c2)no1
Screen / compound no.,68,69
T cell modulator vesicle-bound %,45,41
T cell modulator,i,i
PhoP inhibition,6%,-2%

Continuation.
73. CC12CCC(=O)N1C(C(=O)NNC(=O)COc1cccc(C(F)(F)F)c1)CS2 (stereo not drawn)
74. COc1ccc2oc(C(=O)OCC(=O)NC3CCCCC3)c(C)c2c1
75. CCN(CC(=O)Nc1ccc(S(=O)(=O)N2CCCC2)cc1)Cc1ccccc1
76. CCOc1ccc(S(=O)(=O)N2CCN(C(=O)CCOc3ccccc3C)CC2)cc1
77. COc1ccc(OC)c(-c2csc(NC(=O)CSc3nnnn3C)n2)c1
78. Cc1ccc(S(=O)(=O)N2CCN(C(=O)COC(=O)C3CCC3)CC2)c(C)c1
Screen / compound no.,73,74,75,76,77,78
T cell modulator vesicle-bound %,56,33,50,54,35,29
T cell modulator,i,i,i,i,i,i
PhoP inhibition,-1%,-4%,3%,-5%,6%,-3%
